Bioassay records (PubChem BioAssay)
Vif-A3F inh = inhibitors of Vif-A3F interaction; 390,000 tested, 0.2% active; HeLa A3F-eYFP + Vif (tagged APOBEC3F with the HIV-1 protein that degrades it), YFP fluorescence increase; Potency, µM (top dose mostly 46.1 µM), for the others: at the top dose activity, negative = active; further: % of control where 0% means no effect; nearly all actives have a fitted effect of over 65% in size
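Fluorescence increase (Ex 488/Em 500-530) after overnight compound treatment at 37 deg C flags inhibition of Vif-driven A3F-eYFP loss in stable HeLa A3F-eYFP/Vif cells seeded overnight beforehand.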
RXFP1 agonist = RXFP1 (human) receptor agonism | 370,000 tested, 0.3% active | Potency, µM (titrated, usually from 57.5 µM), without a hit: top-dose activation, actives largely listed as activators | Q9HBX9 | HEK293T-RXFP1 cAMP TR-FRET, 30 min; response scale: percent of porcine relaxin response, buffer zero | AID 2676; further: on the % scale 0 is the no-effect control and ±100 the full control effect; nearly all actives have a fitted effect of over 60% in size; many of its hits are not listed in these tables
Target sequence (Q9HBX9 whole entry, looked up): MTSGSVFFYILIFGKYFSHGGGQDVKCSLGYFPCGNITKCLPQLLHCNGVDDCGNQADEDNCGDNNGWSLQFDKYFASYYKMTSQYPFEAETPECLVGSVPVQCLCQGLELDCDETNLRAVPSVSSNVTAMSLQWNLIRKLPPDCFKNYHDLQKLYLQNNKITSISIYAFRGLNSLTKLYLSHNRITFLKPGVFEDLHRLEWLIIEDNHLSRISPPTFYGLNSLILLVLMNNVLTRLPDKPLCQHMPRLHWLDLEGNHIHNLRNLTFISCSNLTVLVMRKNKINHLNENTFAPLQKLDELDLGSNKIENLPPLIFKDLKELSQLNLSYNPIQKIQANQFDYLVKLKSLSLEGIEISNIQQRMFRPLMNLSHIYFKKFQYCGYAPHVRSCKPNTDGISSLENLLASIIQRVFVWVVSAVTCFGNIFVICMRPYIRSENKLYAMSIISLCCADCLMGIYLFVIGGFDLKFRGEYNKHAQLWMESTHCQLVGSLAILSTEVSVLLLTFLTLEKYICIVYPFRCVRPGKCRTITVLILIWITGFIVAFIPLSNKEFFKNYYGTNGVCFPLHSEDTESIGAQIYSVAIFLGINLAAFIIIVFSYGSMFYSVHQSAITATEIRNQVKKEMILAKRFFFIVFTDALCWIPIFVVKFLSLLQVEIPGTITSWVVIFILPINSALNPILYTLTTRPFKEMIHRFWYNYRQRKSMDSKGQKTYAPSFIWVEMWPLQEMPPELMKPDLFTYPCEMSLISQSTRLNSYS
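HEK293 cells stably expressing RXFP1, treated 30 min at 37C with compounds plus PDE4 inhibitor Ro 20174; cAMP measured by HTRF TR-FRET. Normalized to buffer and 29 nM porcine relaxin; EC50 by Hill fit.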
USP1-UAF1 inh = USP1/UAF1 (human) deubiquitinase inhibition. O94782. 390,000 tested, 0.23% active. recombinant USP1/UAF1, Ub-Rhodamine cleavage fluorescence. Potency, µM (titrated, usually from 57.1 µM), without a hit: top-dose activity change, negative = inhibition, hits mostly inhibitors; further: on the % scale 0 is the no-effect control and ±100 the full control effect; nearly all actives have a fitted effect of over 60% in size; inactives centre near -12
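In this screen, compounds sit with the deubiquitinase complex (1nM) for 15 min at room temperature before Ub-Rho is added at 150nM final. Fluorescence rise is then followed for 6 reads every 60 seconds.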
mIDH1 inhibitor = blocks human mutant IDH1 R132H enzyme; O75874; IDH1-R132H enzyme, NADPH consumption, diaphorase/resazurin fluorescence; Potency, µM (titrated, usually from 76.6 µM), for the others: at the highest dose activity change, negative = inhibition, usual class: inhibitors; 390,000 tested, 0.093% active; further: on the % scale 0 is the no-effect control and ±100 the full control effect; nearly all actives have a fitted effect of over 65% in size
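IDH1-R132H (0.5 ug/mL) preincubated 30 min with compound, then NADPH (0.016 mM) and alpha-KG (2 mM) added; 80 min at RT, pH 7.5. Remaining NADPH coupled via diaphorase/resazurin to fluorescence (540/590 nm); concentration-response curves normalized to no-enzyme control.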
RGS4 inhibitor = human RGS4 inhibition | Transcreener GDP fluorescence polarization, RGS4-accelerated GTP hydrolysis | P49798 | Potency, µM (highest dose often 114 µM), without a hit: at the highest dose activity change, negative = inhibition, most hits filed as inhibitors | 390,000 tested, 0.039% active; further: on the % scale 0 is the no-effect control and ±100 the full control effect; nearly all actives have a fitted effect of over 75% in size; some results filed as inactive show a strong effect at the top dose
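MLSMR compounds (23 nl, pin-transferred) preincubated 10 min at room temperature with a 500nM (2x) first reagent, then RGS4 at 900nM (2x) plus Transcreener GDP mix added; fluorescence polarization (620/688 nm) read before and after 90 min at 30 °C.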
Vif-APOBEC3G blk = Vif-A3G binding inhibition; Potency, µM (doses to about 46.1 µM), for the others: top-dose activity, negative = active, hits mostly inhibitors; 410,000 tested, 0.076% active; Q9HC16; HeLa A3G-eYFP + Vif (tagged APOBEC3G with the HIV-1 protein that degrades it), YFP fluorescence, overnight;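 further: on the % scale 0 is the no-effect control and ±100 the full control effect; nearly all actives have a fitted effect of over 60% in size; hits raise eYFP signal because A3G escapes Vif-driven loss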
Target sequence (Q9HC16 whole entry, looked up): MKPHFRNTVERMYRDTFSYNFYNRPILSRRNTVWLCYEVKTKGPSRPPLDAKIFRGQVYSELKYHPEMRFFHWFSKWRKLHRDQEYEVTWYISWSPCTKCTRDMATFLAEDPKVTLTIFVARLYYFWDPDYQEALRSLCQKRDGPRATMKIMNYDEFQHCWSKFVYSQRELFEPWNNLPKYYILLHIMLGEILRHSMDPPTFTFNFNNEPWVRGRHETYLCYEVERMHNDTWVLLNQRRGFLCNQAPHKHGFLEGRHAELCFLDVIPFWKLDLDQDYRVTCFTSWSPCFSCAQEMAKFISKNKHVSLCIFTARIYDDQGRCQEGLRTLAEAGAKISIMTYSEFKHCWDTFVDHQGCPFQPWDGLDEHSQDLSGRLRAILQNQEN
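Read-out is eYFP fluorescence (Ex 488/Em 500-530) from Vif-expressing HeLa A3G-eYFP cells; more signal means A3G escaped Vif-mediated degradation. Cells plated overnight, compound pinned in, incubated overnight at 37 deg C.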
ALOX12 inh = inhibitors of human 12S-lipoxygenase ALOX12; Potency, µM (top dose mostly 108 µM), for the others: top-dose activity change, negative = inhibition, actives largely listed as inhibitors; purified 12hLO, xylenol orange hydroperoxide absorbance; P18054; 580,000 tested, 1.1% active; further: on the % scale 0 is the no-effect control and ±100 the full control effect
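Hydroperoxide product was detected by ferrous iron/xylenol orange as the 573 to 405 nm absorbance ratio. Arachidonic acid at 40 uM (final) was turned over for 30 min at room temperature by 150 nM human 12hLO, pH 7.0 Hepes buffer, after 15 min compound preincubation.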
TrxR1 inh = blocks rat thioredoxin reductase 1. recombinant rTrxR1, NADPH fluorescence consumption, selenite substrate. Potency, µM (series often up to 114 µM), without a hit: top-dose activity change, negative = inhibition, actives largely listed as inhibitors. AID 588453. O89049. 390,000 tested, 1% active; further: on the % scale 0 is the no-effect control and ±100 the full control effect; nearly all actives have a fitted effect of over 65% in size
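Rat TrxR1 (90 nM in the dispensed reagent) was pre-reduced with 400 uM NADPH for 5 min at room temperature, then incubated with compound for 15 min. After 400 uM selenite was added, NADPH fluorescence (Ex 340/Em 450 nm) was followed for 8 min.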
TrxR1 substrate = is turned over as a substrate by rat TrxR1 | O89049 | purified TrxR1 substrate turnover, NADPH consumption readout | Potency, µM (highest dose often 114 µM), for the others: at the top dose activity change, negative = substrate turnover | 390,000 tested, 0.01% active | AID 588456; further: on the % scale 0 is the no-effect control and ±100 the full control effect; nearly all actives have a fitted effect of over 50% in size
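Rat TrxR1, dispensed at 90 nM, was prereduced with 400 uM NADPH (final) for 5 min at ~22 deg C, then incubated with compound 15 min before 400 uM selenite. A first-read NADPH fluorescence drop versus no-compound background flagged substrates.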
* hit, by the source's call; ? = inconclusive; . = not tested or not shown; [ ] = another dose, or the depositor's remark. The call rests on the fitted dose curve; in most records, active means well fitted curve in the direction sought with a large enough effect; inconclusive means small, poorly fitted or top-dose-only effect, or another doubt; inactive means no such curve, though single readings can be large; an effect the other way counts as inactive or inconclusive. Potency means the concentration at half of the fitted maximal effect. This is a subset; count on the stated rates, not on these rows.

SMILES	Vif-A3F inh	RXFP1 agonist	USP1-UAF1 inh	mIDH1 inhibitor	RGS4 inhibitor	Vif-APOBEC3G blk	ALOX12 inh	TrxR1 inh	TrxR1 substrate
CCOc1ccc(N(CC(=O)NC2CCCC2)C(=O)CCC(=O)Nc2nc(C)cs2)cc1	5%	-0.8%	-11%	-2%	1%	-4%	-18%	-9%[57.1 µM]	-7%[57.1 µM]
CCOC(=O)C1(CC2CC2)CCN(Cc2cn[nH]c2-c2cccc(F)c2)CC1	-9%	1.2%	-18%	-2%	-15%	0%	2%	27%	-3%
COc1ccc2c(c1)c(=O)oc1c(C)c(OC(C)C(=O)N[C@@H](Cc3c[nH]c4ccc(O)cc34)C(=O)O)ccc12 (stereo partly drawn)	-1%	-0.2%	-32%	0%	-19%	3%	-16%	?	0%
Nc1nc(NCCO)nc(N2CCCCCC2)c1[N+](=O)[O-]	-13%	2.1%	-12%	-7%	35%	3%	6%	6%	-9%
CC12CCC=CC1C(c1ccc(F)c(/C=C/c3ccccc3)c1)N(Cc1ccccc1)C2=O (stereo not drawn)	.	.	.	.	-1%	-2%	.	-22%	6%
N#Cc1ccc(NC(=O)Cn2cnc([N+](=O)[O-])c2)cc1	2%	-0.7%	-7%	4%	1%	3%	0%	8%	4%
CCCCNC(=O)Nc1ncn[nH]1	4%	4.3%	-11%	-2%	2%	-1%	1%	-7%[57.1 µM]	-6%[57.1 µM]
c1cc2c3c(cccc3c1)-c1cnccc1-2	2%	.	-4%	20%	2%	5%	-2%	-3%	16%
CCc1ccc(NC(=O)Cn2c(=O)n(Cc3nc(C)no3)c(=O)c3cc4c(cc32)OCO4)cc1	-3%	0.7%	6%	-18%	8%	2%	-23%	20%	3%
CCCN1C(=O)c2ccccc2NC1c1ccc(OC)c(COc2ccc([N+](=O)[O-])cc2)c1 (stereo not drawn)	.	.	.	.	4%	3%	.	17%	4%[0.0914 µM]
CN(C)C(CNC(=O)CCC(=O)c1ccc(Br)cc1)c1ccccc1 (stereo not drawn)	11%	4.5%	-10%	-5%	18%	2%	0%	-8%	?
Cc1sc(NC(=O)c2ccco2)c(CN2CCN(Cc3ccccc3)CC2)c1C	-7%	1.2%	-27%	2%	2%	-10%	-19%	10%[57.1 µM]	3%[57.1 µM]
COc1ccc(N2CCN(C(c3cccs3)C(C)NS(C)(=O)=O)CC2)cc1 (stereo not drawn)	-12%	?	-4%	-10%	24%	0%	-7%	3%	-4%
CN(C)c1oc(-c2ccc(COc3ccccc3)o2)nc1C#N	-17%	-0.9%	-3%	-6%	8%	0%	-30%	19%	45%[activator]
COc1ccc(C(=O)N2CCCC(C(=O)N3CCCCCC3)C2)cc1 (stereo not drawn)	4%	2.2%	-8%	0%	8%	0%	-12%	-15%	-5%
CC1(C)Cc2cccc(OCC(=O)OCC(=O)c3ccccc3)c2O1	1%	-0.9%	-10%	1%	32%	-5%	235%[activator]	21%	-3%
O=C(O)c1ccc(C(S(=O)(=O)c2ccccc2)S(=O)(=O)c2ccccc2)cc1	0%	.	-31%	-5%	.	-1%	-8%	.	.
CC(=O)N1c2ccccc2C2(O)N=C(C)SC12 (stereo not drawn)	8%	-6.4%	-23%	13%	?	-9%	.	-21%	-2%
O=C(Nc1ccccn1)c1ccc(Br)s1	2%	6.5%	-13%	-3%	-22%	-7%	-20%	19%[57.1 µM]	-7%
CCC(=O)Nc1ccc(OC)cc1OC	-10%	0.0%	-17%	1%	-83%[56.9 µM]	1%	-2%	-2%	-6%
CCNc1nc(NCC)n2c(SCC(=O)Nc3c(C)cccc3C)nnc2n1	0%	2.4%	-8%	3%	3%	1%	-2%	1%	1%
CCn1c(CNC(=O)c2cccc(C)c2)nnc1SCC(=O)NC1CCCCC1C (stereo not drawn)	2%	2.2%	-2%	7%	-13%	0%	38%[activator]	3%	-2%[57.1 µM]
O=C1NC(=O)C2(CCCc3ccc([N+](=O)[O-])cc32)N1 (stereo not drawn)	-5%	.	-19%	-4%	.	-3%	-14%	.	.
c1coc(CN=C2NC(=NCc3ccco3)c3ccccc32)c1	-7%	0.4%	4%	-1%	1%	-3%	-20%	-29%	-4%
COc1ccccc1C(=O)NC1CCSc2ccccc21 (stereo not drawn)	-6%	-0.2%	-28%	1%	-23%	-6%	151%[activator]	10%	1%

Reformatted with each value named: part of the list above.
> Cc1sc(NC(=O)c2ccco2)c(CN2CCN(Cc3ccccc3)CC2)c1C
  Vif-A3F inh: -7% | RXFP1 agonist: 1.2% | USP1-UAF1 inh: -27% | mIDH1 inhibitor: 2% | RGS4 inhibitor: 2% | Vif-APOBEC3G blk: -10% | ALOX12 inh: -19% | TrxR1 inh: 10%[57.1 µM] | TrxR1 substrate: 3%[57.1 µM]
> c1cc2c3c(cccc3c1)-c1cnccc1-2
  Vif-A3F inh: 2% | RXFP1 agonist: . | USP1-UAF1 inh: -4% | mIDH1 inhibitor: 20% | RGS4 inhibitor: 2% | Vif-APOBEC3G blk: 5% | ALOX12 inh: -2% | TrxR1 inh: -3% | TrxR1 substrate: 16%

The listing continues.
SMILES	Vif-A3F inh	RXFP1 agonist	USP1-UAF1 inh	mIDH1 inhibitor	RGS4 inhibitor	Vif-APOBEC3G blk	ALOX12 inh	TrxR1 inh	TrxR1 substrate
COc1ccc(-c2sc(Nc3ccccc3)n[n+]2-c2ccc(F)cc2)cc1Br	-11%	9.8%	3%	8%	-7%	0%	?	23%	4%
Cc1cc(S(=O)(=O)NCCCN2CCOCC2)ccc1F	5%	0.2%	-19%	3%	-8%	2%	5%	9%[57.1 µM]	-2%
COc1ccc(C2CC(=O)Oc3cc(OC)c(OC)c(OC)c32)cc1 (stereo not drawn)	6%	.	-33%	5%	-2%	7%	-42%	9%	-4%
O=C(NC(Cc1ccccc1)C(=O)O)/C(=C/c1ccco1)NC(=O)c1cccc([N+](=O)[O-])c1 (stereo not drawn)	-2%	1.7%	-25%	6%	-1%	2%	-14%	21%	3%
CCNC(=S)N1CCN(C(=O)C(Cc2ccccc2)NC(C)=O)CC1 (stereo not drawn)	0%	2.4%	-2%	10%	12%	0%	0%	22%	4%
COc1ccc(-c2cc(C(=O)Nc3cc(OC)c(OC)c(OC)c3)no2)cc1	23%	3.1%	-20%	4%	10%	-6%	9%	7%	3%
Cn1cc(C(=O)NCc2ccc(F)cc2)cn1	6%	-0.7%	-11%	5%	-30%	1%	1%	13%	3%
Cc1noc(C)c1C(=O)N1CCN(S(=O)(=O)c2ccc(F)cc2)CC1	9%	1.2%	-17%	-6%	-26%	0%	-6%	-2%	-2%
CCOC(=O)c1c(C)c(C(=O)NCc2cccnc2)c(C)n1C	-9%	-2.4%	-4%	7%	-30%	-6%	10%	9%	8%
Fc1ccc(-n2cc(-c3ccccc3)[n+]3c2SCC3)cc1	-17%	3.7%	-4%	0%	-15%[56.9 µM]	8%	13%	14%	0%
Cc1ccc(S(=O)(=O)N2CCCC(C(=O)Nc3ccc(NC(=O)c4ccccn4)cc3)C2)cc1 (stereo not drawn)	-9%	0.0%	-24%	7%	-41%	-3%	0%	3%	25%
NC(=O)c1nsc(C(=O)N(Cc2ccco2)C(C(=O)NC2CCCC2)c2ccc(O)cc2)c1N (stereo not drawn)	3%	2.4%	-18%	-1%	-24%	-1%	12%	5%[57.1 µM]	4%[57.1 µM]
Cc1nc(N/N=C/c2ccccn2)sc1C	-2%	-1.9%	-7%	1%	-5%	-14%	-5%	-21%	-11%
Brc1cccc(-c2nnc3sc(CN4CCCCC4)cn23)c1	-4%	0.9%	-4%	2%	4%	-20%	16%	11%	4%
CC1SC(c2ccc(Cl)cc2Cl)NC1=O (stereo not drawn)	.	-0.4%	8%	-3%	26%	1%	0%	17%	-1%
COCc1ccccc1C1=CC(=O)C[C@H](c2ccc(OC)cc2)C1	-8%	0.5%	-26%	5%	-8%	-19%	?	18%	9%
O=C1c2ccccc2C(=O)N1CSc1nnc(Nc2ccccc2F)s1	-1%	-2.5%	-1%	3%	7%	-3%	1%	-19%	-5%
CSc1sc(C(=O)Nc2ccc(F)cc2F)c2c1C=CCC2	0%	0.0%	-9%	5%	-2%	-3%	-22%	5%[57.1 µM]	-8%[57.1 µM]
O=C(COC(=O)c1ccc(O)cc1O)Nc1ccc2c(c1)OCCO2	8%	-0.7%	-21%	1%	-19%	-3%	?	16%	3%
OC[C@@H]1[C@@H](c2ccc(Cl)cc2)C(c2ccc(F)cc2)=NN1c1ccccc1	4%	.	-29%	-3%	-26%	-22%	?	-7%	152%[activator]
COc1ccc(C2CC(O)(C(C)(C)O)NO2)cc1 (stereo not drawn)	0%	-0.6%	-2%	0%	-6%	-4%	23%	-22%	-3%
COc1ccc(-c2noc(CCC(=O)N3CCC(C)CC3)n2)cc1	5%	-0.9%	-3%	5%	22%	4%	21%	23%[57.1 µM]	7%[57.1 µM]
O=C1/C(=C/c2cccc(Br)c2)SC(=S)N1CCC(=O)N(CCO)c1ccccc1	1%	-2.0%	-26%	-3%	-19%	1%	0%	-12%	-9%
Cc1ccc(S(=O)(=O)c2cn(CC(=O)Nc3ccc(Cl)cc3)c3ccc(F)cc3c2=O)cc1C	-2%	1.8%	-13%	-8%	13%	0%	?	6%	-1%
CCN(CC)c1ccc(C=NNc2ccc([N+](=O)[O-])cn2)cc1	3.5µM*	.	?	-7%	-15%	?	?	-15%	-16%
CCCn1nnc(NC(=O)COc2ccc(Cl)cc2)n1	.	1.6%	3%	1%	32%	1%	0%	9%	1%
